# Screening results from PubChem.
# Growth percent in the NCI-60 one-dose screen (48 h, 10 µM unless noted): 100 = growth as untreated, 0 = no growth, -100 = all killed.
# A498 – A498 renal cancer cells. 76,000 tested, 5.4% active
# SN12C – SN12C renal cancer cells; 81,000 tested, 3.8% active
# 786-0 – 786-0 renal cancer cells | 81,000 tested, 5.1% active
# RXF 393 – RXF 393 renal cancer cells | 77,000 tested, 6.9% active | AID 1794773
# CAKI-1 – CAKI-1 renal cancer; 75,000 tested, 4.7% active; AID 1794772
# UO-31 – UO-31 renal cancer; 81,000 tested, 5.2% active
# TK-10 – TK-10 renal cancer cells; AID 1794769; 81,000 tested, 3.9% active
# ACHN – ACHN renal cancer; 81,000 tested, 4.9% active
# * marks the source's active call; other numbers are inactive results; · = not tested or not shown; & = joins results of further samples. The calls were made as follows: active = growth percent below 10; inactive = the rest.
no.	SMILES	A498	SN12C	786-0	RXF 393
1	C=C(CNCCc1ccc(O)cc1)[C@@H]1CC[C@]2(COC3CCCCO3)CC[C@]3(C)[C@H](CC[C@@H]4[C@@]5(C)CCC(N)C(C)(C)[C@@H]5CC[C@]43C)[C@@H]12 (some centres not stated)	-99*	-85*	-79*	-84*
2	O=C(O)/C=C/c1ccccc1C(=O)O	87	107	119	108
3	CNC(=O)OCc1c(COC(=O)NC)c2n(c1C)CS(=O)(=O)C2	·	95	100	107
4	ClCC(Cl)C1CC2C=CC1C2 (configuration not stated)	109	108	97	107
5	C[C@]12C[C@H](c3ccoc3)OC(=O)[C@H]1CC[C@@]1(C)[C@@H]2C=C[C@@H](O)[C@]1(O)C(=O)O	105	103	97	105
6	COc1cc(/C=C/C(=O)c2ccc(Cl)cc2)ccc1Oc1nc(Nc2ccc(F)cc2)nc(N(C)C)n1	88	75	81	·
7	Cc1ccc(S(=O)(=O)/C(=C\c2ccc(Cl)cc2)C(=O)c2ccc3ccccc3c2)cc1	93	104	100	97
8	CCOCc1cc(C(C)(C)C)ccc1O	74	102	98	109
9	O=C1/C(=C/c2ccc(Cl)cc2)N=C2SC3C(=NNC3c3ccc(Cl)cc3)N12 (configuration not stated)	73	85	42	76
10	O=C1OC(=O)c2c(I)cccc21	98	106	103	101
11	Brc1ccc(C2=Nn3c(nnc3-c3ccccc3)SC2)cc1	93	99	94	78
12	Cn1cc(-c2ccc3c(c2)OCCO3)c(C(=O)NCc2ccc(F)cc2)n1	79	94	103	85
13	CC(C)Oc1ccc(C(=O)O)cc1	111&107	100&109	112&95	100&98
14	N/N=C(\N/N=C/c1ccccc1)c1ccccc1	68	102	112	110
15	O=C(/C=C/c1cn(-c2ccccc2)nc1-c1ccc(Cl)cc1)c1cc2ccccc2oc1=O	111	31	46	96

no.	CAKI-1	UO-31	TK-10	ACHN
1	-92*	-97*	-91*	-99*
2	94	91	109	103
3	93	·	104	103
4	98	92	94	105
5	85	90	92	106
6	71	52	87	85
7	93	86	117	108
8	·	95	94	105
9	78	52	86	86
10	92	96	114	101
11	93	74	92	96
12	92	77	100	106
13	103&107	76&94	103&92	101&107
14	100	82	149	103
15	29	40	113	60

# (more compounds)
no.	SMILES	A498	SN12C	786-0	RXF 393
16	Nc1ccccc1NC(=O)c1ccc(-n2nc(-c3ccccc3)c3ccccc32)cc1	90	52	·	89
17	O=S(=O)(c1ccccc1)n1ccc2c1-c1oncc1CC2	75	102	98	110
18	Cc1ccc(C(=O)Nc2ccc(CCN3CCOCC3)cc2)cc1Nc1ncnc2nc[nH]c12	108	104	94	119
19	CCOC(=O)C1=C(N)N(c2ccc(Cl)cc2)C2=C(C(=O)CC(C)(C)C2)C1c1ccc([N+](=O)[O-])cc1 (configuration not stated)	136	95	90	·
20	O=C(O)c1cccc2c1Oc1ccccc1S2(=O)=O	100	102	115	107
21	Cc1nc(Nc2ccc(F)c(Cl)c2)sc1C(=O)O	-26*	·	20	15
22	O=S(=O)(NCCCNc1cc(-c2c(-c3cccc(O)c3)nc3sccn23)ccn1)c1ccc(Br)cc1	70	51	54	59
23	c1ccc(CN(N=C(c2ccccc2)c2ccccc2)c2ccccc2)cc1	92	98	96	110
24	CN1CSC(=S)N(Cc2ccccc2)C1	145	100	100	83
25	COc1nc(N)c(C=O)c(=O)n1C	112	109	106	34
26	O=C(Nc1ccc(N=Cc2c(O)[nH]c3ccccc23)cc1)Nc1nccs1	-7.9*	68	53	-20*
27	Nc1nc(-c2cc3ccccc3c(=O)o2)cs1	81	99	90	100
28	Cc1nc2cc(Nc3nc(Nc4ccc(O)cc4)nc(Nc4ccc(F)cc4)n3)ccc2n1Cc1ccccc1	87	97	94	81
29	O=C(Nc1ccccc1C(=O)Nc1nccs1)c1ccccc1	90	102	87	101
30	C=CCN1C(=O)/C(=C\c2ccc3c(c2)CCC3)SC1=S	99	102	104	101

no.	CAKI-1	UO-31	TK-10	ACHN
16	73	-63*	94	91
17	86	79	104	·
18	·	93	91	103
19	89	68	104	88
20	97	89	97	105
21	8.9*	-8.4*	21	11
22	62	48	96	62
23	·	78	106	94
24	80	70	29	102
25	98	85	163	106
26	33	48	76	41
27	97	75	65	114
28	95	94	108	91
29	91	76	103	101
30	97	86	108	97

# Next part:
no.	SMILES	A498	SN12C	786-0	RXF 393
31	CCN1CCN(C2=C(N3CCN(CC)CC3)c3c(sc4c(F)cccc34)C(c3cccc([N+](=O)[O-])c3)N2)CC1 (configuration not stated)	80	96	114	116
32	CCCCCCCCc1ccc(O)c(N)c1	133	101	115	104
33	CC1C(=O)C2C(CCC3=CC(=O)CCC32C)C2CCC(C(C)(C)OCCO)C12C (configuration not stated)	74	94	95	100
34	N#Cc1ccc(O)c(C2=NCC(c3ccccc3)O2)c1 (configuration not stated)	64	42	33	73
35	O=C(O)Cc1ccc(I)cc1	85	101	100	123
36	C=C1C(=O)O[C@H]2[C@H]1CC/C(COC(=O)N[C@@H](Cc1c[nH]c3ccccc13)C(=O)OC)=C\CC[C@@]1(C)O[C@@H]21	92	33	-49*	-55*
37	CCOC(=O)c1ccc2c(c1)nc(/C=C/c1cc(OC)c(OC)c(OC)c1)n2-c1cc(C(C)(C)C)[nH]n1	84	89	76	66
38	COC(=O)CC1=CCC(n2cc(F)c(N)nc2=O)O1 (configuration not stated)	94	97	98	107
39	CCN1C(=O)N(CC)C2Nn3c(s/c(=C\c4ccccn4)c3=O)=NC21 (configuration not stated)	92	100	98	·
40	CC[C@H](Nc1nc(N)nc(C)c1C#N)c1nc2cccc(N3CCC(CC(=O)NO)CC3)c2c(=O)n1-c1ccccc1	81	88	94	76
41	O=C(NC(CSCc1ccccc1)C(=O)O)OCc1ccccc1 (configuration not stated)	107	103	99	111
42	CCOC(=O)c1cnc2cc(Cl)cc(Cl)c2c1Nc1cccc(S(N)(=O)=O)c1	78	100	41	124
43	CCCCc1nc(Cl)c(C2CC(c3ccc(S(N)(=O)=O)cc3)=NN2c2ccc(C#N)cc2)[nH]1 (configuration not stated)	74	83	85	81
44	COc1ccc(NC(=O)COc2ccc(/C=C3/Oc4cc(OC)ccc4C3=O)cc2)cc1	94	105	98	109
45	CCN(CC)S(=O)(=O)N1CCN(S(=O)(=O)N(CC)CC)CC1	108	106	101	·

no.	CAKI-1	UO-31	TK-10	ACHN
31	80	67	154	96
32	86	78	106	103
33	82	87	112	99
34	8.3*	20	52	40
35	104	89	104	115
36	30	41	-23*	7.0*
37	89	117	87	75
38	·	96	98	103
39	77	83	103	101
40	90	84	84	98
41	99	85	94	101
42	92	93	106	100
43	68	71	100	101
44	·	88	112	·
45	101	95	112	103

# (list continues)
no.	SMILES	A498	SN12C	786-0	RXF 393
46	CC(CCN1C(=O)c2ccccc2C1=O)C(Br)C(=O)O (configuration not stated)	111	98	105	103
47	NC(=O)c1ccc2c(c1)OCO2	87	108	105	95
48	COc1cc(/C=N\NC(=O)CN2CCN(c3cc4c(cc3F)c(=O)c(C(=O)N/N=C/c3cc(OC)c(OC)c(OC)c3)cn4C3CC3)CC2)cc(OC)c1OC	47	-26*	55	-3.7*
49	O=C1/C(=C/c2ccc(Cl)cc2)Sc2c(Br)cccc21	111	97	99	117
50	O=C1/C(=C/c2ccc(OCc3ccccc3)cc2)Oc2cc(OCCN3CCCCC3)ccc21	61	82	69	61
51	CC(C)(C)C(CCc1ccc(Cl)cc1)N1CCN(C2CCCCC2)CC1 (configuration not stated)	78	46	42	83
52	CCOC(CN=Cc1cc(C)c2[nH]c3ccccc3c2c1C)OCC	37	99	93	102
53	CC(C)(C)OC(=O)NC1CCN(Cc2ccc3c(Cl)cc(Cl)c(O)c3n2)CC1	39	52	52	69
54	Cc1cccc2c(Cn3cc(Cn4c(C)cc(=O)n(Cc5cn(Cc6cc(=O)[nH]c7c(C)cccc67)nn5)c4=O)nn3)cc(=O)[nH]c12	107	102	99	119
55	CN1CCN(c2ccnc(SCC(=O)c3ccc(Cl)cc3)n2)CC1	46	90	85	·
56	CCCC1OC(c2ccco2)OCC1CC (configuration not stated)	95	98	105	136
57	C[C@]12CCC(=O)C=C1[C@@H]1C[C@@H]1C1C2CC[C@@]2(C)C1[C@@H]1C[C@@H]1[C@@]21CCC(=O)O1 (some centres not stated)	84	89	97	94
58	Clc1ccc(Cc2ccccn2)cc1	110	·	95	115
59	COc1ccc2c(c1)oc1c(C)c3c(c(C)c12)C(=O)N(N)C3=O	-7.4*	39	-40*	28
60	CCc1nc2cc(Cl)ccc2c(=O)n1-c1c(CC(=O)O)cnn1C	128	93	96	107

no.	CAKI-1	UO-31	TK-10	ACHN
46	·	108	·	108
47	94	102	92	109
48	78	72	64	94
49	80	58	113	91
50	70	71	104	90
51	36	33	96	51
52	105	94	83	106
53	46	39	·	34
54	97	101	121	97
55	75	69	101	92
56	88	78	97	105
57	80	77	127	95
58	99	89	91	106
59	34	-46*	-4.0*	-24*
60	88	82	94	103

# Remaining list, next part
no.	SMILES	A498	SN12C	786-0	RXF 393
61	O=C1CCCN1c1cnc2ccccc2c1	·	101	94	108
62	CCCCCOc1ccccc1[N+](=O)[O-]	94	95	94	125
63	OC(CBr)C(O)CBr (configuration not stated)	110	97	101	100
64	COc1cc(OCc2cccc(-c3ccc(C(O)c4nccs4)cc3)c2C)cc(OC)c1CNCCNC(C)=O (configuration not stated)	88	98	102	107
65	COc1cc2oc(-c3cccc(NC(=O)c4cc([N+](=O)[O-])ccc4Cl)c3)cc(=O)c2c(OC)c1OC	82	57	101	62
66	COc1ccc(NC(N)=O)cc1	98	107	100	114
67	O=C(N/N=C/[C@H]1[C@H](CO)[C@@H](O)C[C@H]1O)c1ccncc1	91	93	103	110
68	Cc1ccc(S(=O)(=O)Oc2ccc(-c3ccccc3)cc2)cc1	93	100	94	104
69	CC(=O)N(N=O)c1c(Br)cc(C)cc1Br	104	101	100	104
70	Cc1csc(/N=C(N)/N=C(\N)c2ccccc2Br)n1	104	92	98	106
71	Cc1ccc(/C(=N\NC(N)=S)C2CC2)cc1	99	105	94	110
72	O=S=NCCCCl	112	95	101	93
73	COc1ccc(-c2c(NC(=O)Nc3ccc(Cl)c(C(F)(F)F)c3)cnn2-c2ccc(S(N)(=O)=O)cc2)cc1	27	51	32	·
74	COc1ccc(-c2nnc(SCC(=O)Nc3ccc(C(=O)/C=C/c4ccc(Cl)cc4)cc3)o2)cc1	101	98	101	120
75	CSc1nnc2c(=O)n(C)c(=O)n(C)c2n1	89	96	116	·

no.	CAKI-1	UO-31	TK-10	ACHN
61	96	97	86	109
62	90	94	98	100
63	·	88	95	83
64	94	89	99	101
65	70	88	100	84
66	100	90	99	117
67	·	90	81	111
68	86	105	88	115
69	97	89	115	101
70	72	64	163	97
71	·	76	95	98
72	122	90	117	97
73	·	51	31	58
74	·	73	113	101
75	110	89	100	98

# (further entries)
no.	SMILES	A498	SN12C	786-0	RXF 393
76	Cc1cc(-n2c(=O)[nH]c(=O)n(C)c2=O)ccc1Oc1ccc(SC(F)(F)F)cc1	115	94	102	112
77	O=C(O)COc1ccccc1Cl	111	90	93	92
78	O=[N+]([O-])c1ccccc1N=Nc1c(O)[nH]c2ccc(F)cc12	91	89	101	115
79	COc1cc2c(cc1OCCCCCCN1CCN(CC(=O)Nc3ccc(Cl)cc3C(=O)c3ccccc3Cl)CC1)N=CC1CCCN1C2=O (configuration not stated)	·	-90*	-85*	·
80	COc1cc(-c2n[nH]nc2-c2ccncc2)cc(OC)c1OC	123	97	99	·
81	Cc1ccsc1[C@@H]1C[C@H](O)Cc2cc(Br)c3ccccc3c2N1	107	86	107	123
82	O=[N+]([O-])c1cccc(Br)c1	86	107	110	97
83	O=c1oc2ccc(Br)cc2cc1-c1csc(N/N=C/c2cc3ccccc3nc2Cl)n1	·	98	102	109
84	NC(C/[N+]([O-])=N/O)C(=O)O (configuration not stated)	97	117	119	100
85	COc1cc(OC)c(S(=O)(=O)NNC(=O)c2ccncc2)cc1C(=O)/C=C/c1ccc(C)cc1	·	96	57	83
86	CN1c2c(C(=O)N3CCOCC3)cnn2CC1c1ccccc1 (configuration not stated)	97	105	95	110
87	COc1cc2c(c(OC)c1OC)C(=O)CC(c1cccc(NC(=O)[C@@H](NC(=O)OC(C)(C)C)C(C)C)c1)O2 (some centres not stated)	103	99	99	116
88	COc1cc(C2CC(c3ccc(Cl)cc3)=Nc3c(C)nn(-c4ccccc4)c3N2)ccc1Oc1ccnc2cc(Cl)ccc12 (configuration not stated)	48	88	90	74
89	Cc1cc(C)c(O)c(CNC2CCCCC2)c1	98	101	90	123

no.	CAKI-1	UO-31	TK-10	ACHN
76	84	86	107	98
77	·	83	107	98
78	79	56	98	83
79	-99*	·	-99*	-100*
80	·	106	157	99
81	87	86	107	93
82	108	74	101	102
83	79	84	120	88
84	103	74	110	100
85	72	78	145	98
86	85	81	105	94
87	89	91	104	99
88	76	60	129	79
89	·	69	89	114
